# TRb-SRC2 inh: qHTS for Inhibitors of the Interaction of Thyroid Hormone Receptor and Steroid Receptor Coregulator 2. Thyroid hormone receptor beta (Homo sapiens), P10828. TRbeta-SRC2 peptide binding, fluorescence polarization; receptor liganded with 1 µM T3. Potency, µM (highest dose often 106 µM), inactives show at the highest dose activity change, negative = inhibition, most hits filed as inhibitors. hit rate 0.065% among 280,000;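 note: plate controls were bound peptide for no effect and peptide without receptor for full effect; nearly all actives have a fitted effect of over 50% in size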
# Target sequence (P10828 whole entry, looked up): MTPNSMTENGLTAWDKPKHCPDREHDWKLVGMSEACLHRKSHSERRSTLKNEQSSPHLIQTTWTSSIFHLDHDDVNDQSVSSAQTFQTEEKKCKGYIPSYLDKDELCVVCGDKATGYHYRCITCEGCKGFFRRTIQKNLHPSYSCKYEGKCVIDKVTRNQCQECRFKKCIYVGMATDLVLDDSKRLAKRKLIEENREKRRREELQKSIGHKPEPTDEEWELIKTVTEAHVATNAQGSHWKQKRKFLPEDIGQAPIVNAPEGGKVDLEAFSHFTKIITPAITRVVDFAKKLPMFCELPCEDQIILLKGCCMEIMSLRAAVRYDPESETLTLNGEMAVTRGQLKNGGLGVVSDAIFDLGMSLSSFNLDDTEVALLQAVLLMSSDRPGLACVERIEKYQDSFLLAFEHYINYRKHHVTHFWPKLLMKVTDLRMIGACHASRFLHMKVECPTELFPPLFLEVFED
#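 Compounds were added to 0.6 uM TRb ligand-binding domain and 20 nM Texas Red-labeled SRC2 peptide in Tris buffer containing 1 uM T3, incubated 5 hr at ambient temperature, then read by fluorescence polarization.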
# ALDH1A1 block: qHTS Assay for Inhibitors of Aldehyde Dehydrogenase 1 (ALDH1A1); Purified ALDH1A1, NADH fluorescence, propionaldehyde substrate; Aldehyde dehydrogenase 1A1 (Homo sapiens), P00352; Potency, µM (top dose mostly 75.3 µM), for the others: at the highest dose activity, negative = inhibition, actives largely listed as inhibitors; hit rate 7.3% among 220,000; active = well fitted inhibition curve with a large enough effect, not every such curve was filed as active; inconclusive = small, poorly fitted or top-dose-only effect, or another doubt; inactive = no such curve, though single readings can be large or run the other way;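 note: plate controls were no enzyme wells and a reference inhibitor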
# SMN2 splice enh: qHTS Assay for Enhancers of SMN2 Splice Variant Expression | AID 1458, 2008 | hit rate 2.8% among 210,000 | Potency, µM (top dose mostly 46.1 µM), for inactives: at the highest dose activity change, positive = activation, usual class: activators | HEK293 SMN2-luciferase splicing reporter, luminescence, 30-36 h; note: % of control where 0% means no effect; nearly all actives have a fitted effect of over 55% in size
#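 HEK293 cells carry an SMN2 […]–luciferase reporter in which exon 7 inclusion puts luciferase in frame. Cells were plated 10-12 h before compound addition, then incubated 30-36 h at 37C. ONE-Glo luminescence was read; sodium butyrate at 4.5 mM final served as control.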
# GoLoco inh red: qHTS Assay for Inhibitors of RGS12 GoLoco Motif Activity (Red Fluorophore). Guanine nucleotide-binding protein G(i) subunit alpha-1 (Homo sapiens), P63096. Gai1:RGS12 GoLoco peptide FP, rhodamine, 10 min. Potency, µM (highest dose often 61.6 µM), for the others: at the highest dose activity, negative = inhibition, hits mostly inhibitors. hit rate 0.44% among 230,000. AID 880, 2007; active = well fitted inhibition curve with a large enough effect, not every such curve was filed as active; inactive = no such curve, though single readings can be large or run the other way; note: % is set by controls: 0 for no effect and ±100 for the full control effect; nearly all actives have a fitted effect of over 30% in size; many of its hits are not listed in these tables
# LMNA splice mod: qHTS Assay for Modulators of Lamin A Splicing. hit rate 0.01% among 200,000. HeLa LMNA splicing GFP/RFP minigene ratio, 48 h. Potency, µM (top dose mostly 46.1 µM), inactives show top-dose ratio change, negative = inhibition, usual class: inhibitors; active = well fitted inhibition curve with a large enough effect in the signal ratio, with a control signal flat, not every such curve was filed as active; inconclusive = small, poorly fitted or top-dose-only effect, or effect the other way, or a change in a side signal; the % refers to the signal ratio; note: % is set by controls: 0 for no effect and ±100 for the full control effect
#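 S3 HeLa stable clones carrying a lamin A-EGFP splicing minigene plus DsRed2 were seeded at 600 cells/well in Opti-MEM with 2% FBS, pin-dosed and incubated 48 h at 37°C. Acumen cytometry (488 nm) gave the GFP/RFP total-intensity ratio.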
# RECQ1 inh: qHTS Assay for Inhibitors of RecQ-Like Dna Helicase 1 (RECQ1); ATP-dependent DNA helicase Q1 (Homo sapiens), P46063; RECQ1 DNA unwinding, red fluorescence kinetic read; Potency, µM (titrated, usually from 57.3 µM), inactives show at the top dose activity, negative = inhibition, most hits filed as inhibitors; hit rate 0.54% among 240,000; AID 2549, 2010;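 note: plate controls were vehicle for no effect and no enzyme for full effect; nearly all actives have a fitted effect of over 30% in size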
# Target sequence (P46063 whole entry, looked up): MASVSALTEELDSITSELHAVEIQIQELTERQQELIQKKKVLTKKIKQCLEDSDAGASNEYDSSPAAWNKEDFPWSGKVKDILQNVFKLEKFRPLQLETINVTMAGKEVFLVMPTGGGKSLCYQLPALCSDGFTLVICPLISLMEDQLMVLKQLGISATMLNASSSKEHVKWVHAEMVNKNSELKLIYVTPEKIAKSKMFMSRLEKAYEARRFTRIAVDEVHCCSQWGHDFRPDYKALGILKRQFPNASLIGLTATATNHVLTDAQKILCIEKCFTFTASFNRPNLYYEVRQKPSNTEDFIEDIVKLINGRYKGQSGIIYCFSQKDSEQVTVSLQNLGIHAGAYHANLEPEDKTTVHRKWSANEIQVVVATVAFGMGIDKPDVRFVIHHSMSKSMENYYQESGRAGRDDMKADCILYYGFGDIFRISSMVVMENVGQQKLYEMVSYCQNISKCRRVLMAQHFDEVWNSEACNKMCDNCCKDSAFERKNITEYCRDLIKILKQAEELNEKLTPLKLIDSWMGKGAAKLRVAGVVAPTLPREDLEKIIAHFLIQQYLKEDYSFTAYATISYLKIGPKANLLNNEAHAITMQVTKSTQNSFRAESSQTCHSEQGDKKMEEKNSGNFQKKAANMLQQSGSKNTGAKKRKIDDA
#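 RECQ1T1 50 nM; forked duplex (20 bp + 30-nt ss tails) 200 nM, ATP 2 mM final; pH 8.0, 2 mM MgCl2, 2.5 ug/ml poly(dI-dC); 15 min compound preincubation; discontinuous kinetic read over 2 h at RT.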
# TR SRC2 fluor cs: Total Fluorescence Counterscreen for Inhibitors of the Interaction of Thyroid Hormone Receptor and Steroid Receptor Coregulator 2; TRb/SRC2 Texas Red total fluorescence interference; Potency, µM (top dose mostly 106 µM), without a hit: at the highest dose fluorescence change, negative = quenching; hit rate 0.29% among 280,000; active = well fitted curve in either direction with a large enough effect; inconclusive = small, poorly fitted or top-dose-only effect; note: % is set by controls: 0 for no effect and ±100 for the full control effect
#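 Human TRb ligand-binding domain at 0.6 uM with 20 nM Texas Red SRC2 peptide in Tris buffer containing 1 uM T3 and 5% DMSO, incubated with compound 5 h at ambient temperature. Total fluorescence (555/632 nm) calculated as parallel + 2 × perpendicular.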
# JMJD2E inh: qHTS Assay for Inhibitors of Human Jumonji Domain Containing 2E (JMJD2E); Potency, µM (highest dose often 57.1 µM), inactives show top-dose activity change, negative = inhibition, usual class: inhibitors; hit rate 1.6% among 230,000; AID 2147, 2009; JMJD2E catalytic domain, FDH-coupled NADH fluorescence (FDH is formaldehyde dehydrogenase); active = well fitted inhibition curve with a large enough effect, not every such curve was filed as active; inconclusive = small, poorly fitted or top-dose-only effect, or another doubt; inactive = no such curve, though single readings can be large or run the other way;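 note: 0% = wells with enzyme and -100% = buffer wells without enzyme; nearly all actives have a fitted effect of over 50% in size; many of its hits are not listed in these tables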
# * = called active by the depositor; i = inactive; ? = inconclusive; . = no result given; [ ] = another dose, or the depositor's remark. Unless noted, calls come from the whole dose curve; as a rule, active = well fitted curve in the direction sought with a large enough effect; inconclusive = small, poorly fitted or top-dose-only effect, or another doubt; inactive = no such curve, though single readings can be large; an effect the other way counts as inactive or inconclusive. Potency is the fitted concentration of half-maximal effect. A portion of the library, so the mix of outcomes need not match the whole.
SMILES,TRb-SRC2 inh,ALDH1A1 block,SMN2 splice enh,GoLoco inh red,LMNA splice mod,RECQ1 inh,TR SRC2 fluor cs,JMJD2E inh
COc1cc(OC)cc(C(=O)N2CCCc3ccccc32)c1,3.6%,-14.8%,.,.,-9.0%,-2.8%,2.0%,-1.1%
COc1ccc(OCC(=O)Nc2ccc3nc(C)sc3c2)cc1,-3.5%,3.7%,10.0%,9.2%,?,-11.7%,0.8%,3.4%
CSc1nnnn1-c1ccc(C(=O)O)cc1,4.0%,-0.5%,.,.,8.0%,-2.8%,-0.4%,-2.0%
Cn1c(=O)c2c(nc(Cc3ccccc3)n2C)n(C)c1=O,1.3%,1.5%,.,17.9%,.,12.2%,-1.5%,2.7%
CC12CCC(C(=O)NNc3ccccc3)(C(=O)C1=O)C2(C)C (stereo not given),-2.0%,.,.,7.4%,?,-6.3%,-0.4%,-6.5%
CCOc1ccc(-n2c(SCC(=O)Nc3ccc(CC)cc3)nc3n[nH]c(C)c3c2=N)cc1,1.3%,?,-5.3%,14.5%,.,0.4%,-0.4%,?
O=C(O)CSc1ncccc1C(=O)O,13.4%,-0.3%,11.4%,4.0%,-4.1%,7.7%,-2.3%,15.9%
NC(=O)c1nn(-c2ccccc2)nc1NC(=O)Cn1nnc(-c2ccccc2)n1,4.7%,?,22.0%,3.1%,-0.2%,-6.7%,8.3%,?
CCCCNC(=O)c1cc(-c2ccc(F)cc2)on1,-11.7%,-7.1%,25.1µM*,6.2%,?,-0.2%,-2.7%,8.5%
Cc1nc2ccc(S(=O)(=O)NCC(=O)N3CCc4ccccc4C3)cc2s1,-8.6%,-6.5%,-51.1%[inhibitor],5.4%,-11.8%,i,0.6%,-0.2%
COCCCNC(=O)c1c(N)n(/N=C/c2ccccn2)c2nc3ccccc3nc12,0.6%,-1.4%,-33.3%[inhibitor],-6.5%,?,-17.7%,-4.9%,-2.9%
O=C(NNS(=O)(=O)c1ccccc1)C(O)(c1ccccc1)c1ccccc1,2.8%,-3.5%,?,-5.9%,-0.4%,-1.5%,0.5%,-2.2%
CCC(C)NC(=O)c1cnc2n(c1=O)CCS2 (stereo not given),0.4%,3.9%,2.2%,10.2%,-4.9%,?,-8.1%,-1.9%
Cc1cc(Cl)nc(Cl)c1C(=O)NC(=O)NCCC(C)C,-0.8%,-9.8%,6.0%,3.9%,8.6%[9.22 µM],-18.9%,1.5%,2.5%
Cc1ccccc1N(CC(=O)NC1CCCC1)C(=O)C1(C)CC(=O)N=C2C=CC=CN21 (stereo not given),-8.6%,?,11.9%,1.4%,-9.0%,4.0%,-1.3%,?
Cc1cc(C(=O)Nc2ccc(S(=O)(=O)N3CCCC3)cc2)cs1,-2.9%,?,?,7.5%,-11.5%,-17.2%,0.8%,-5.0%
CCCNC(=O)N[C@@H](CCSC)C(=O)OC,-1.8%,2.9%,-2.8%,2.4%,3.1%,-8.4%,-4.6%,2.9%
S=C(NCc1ccncc1)Nc1ccc(Cl)c(Cl)c1,-1.9%,-8.1%,-13.2%,7.4%,?,-3.3%,-3.0%,-3.1%
O=C(O)CC(C(=O)Nc1ccc(F)cc1)C1CCCO1 (stereo not given),3.5%,.,.,0.4%,.,5.4%,-1.2%,5.3%
CC(C)(C)NC(=O)COC(=O)c1cncc(Br)c1,-6.3%,4.9%,-15.7%,1.7%,9.2%,-1.7%,0.4%,3.6%
CC1Cc2ccccc2N1C(=O)CN1C(=O)COc2ccccc21 (stereo not given),-10.1%,16.0%,-17.0%,1.4%,7.0%,3.5%,-3.8%,-5.7%
CCN(CC)S(=O)(=O)c1cccc(NC(=O)COC(=O)C2CC3C=CC2C3)c1 (stereo not given),-2.7%,?,-15.7%,17.4%,.,22.0%,0.3%,-2.7%
Cc1cccn2cc(CNC(=O)c3ccc(Br)o3)nc12,-1.4%,-7.1%,.,4.2%,.,i,5.0%,-2.2%
CCCC(=O)Nc1nc(-c2ccc(OC)cc2)cs1,2.3%,-5.3%,?,-1.9%,?,-3.1%,-3.4%,4.2%
O=C(CSc1ccc(Cl)cc1)NCC1CCCO1 (stereo not given),-1.6%,5.1%,-4.3%,-15.6%,4.3%,0.8%,-3.4%,4.0%

# Reformatted with two lines to a compound: part of the list above.
# Each structure is followed by: TRb-SRC2 inh | ALDH1A1 block | SMN2 splice enh | GoLoco inh red | LMNA splice mod | RECQ1 inh | TR SRC2 fluor cs | JMJD2E inh
Cn1c(=O)c2c(nc(Cc3ccccc3)n2C)n(C)c1=O
→ 1.3% | 1.5% | . | 17.9% | . | 12.2% | -1.5% | 2.7%
O=C(CSc1ccc(Cl)cc1)NCC1CCCO1 (stereo not given)
→ -1.6% | 5.1% | -4.3% | -15.6% | 4.3% | 0.8% | -3.4% | 4.0%

# Remaining list, next part
SMILES,TRb-SRC2 inh,ALDH1A1 block,SMN2 splice enh,GoLoco inh red,LMNA splice mod,RECQ1 inh,TR SRC2 fluor cs,JMJD2E inh
O=C(Nc1n[nH]c(C(F)(F)F)n1)c1cccs1,0.2%,7.5%,.,-1.3%,.,17.7%,-6.7%,5.5%
c1ccc(C2=Nn3c(Cn4nnc5ccccc54)nnc3SC2)cc1,0.8%,.,.,-1.5%,.,-3.1%,-1.6%,0.7%
CCn1c(CSCc2ccccc2)n[nH]c1=S,5.1%,?,-1.7%,-1.5%,?,i,1.5%,-9.1%
C#CCn1c(=NC(=O)CSC(C)=O)sc2cc(F)ccc21,3.1%,-0.1%,.,7.8%,.,-7.4%,-0.6%,-12.9%
Cc1ccc(SCc2[nH]nc3c2C2(C(=O)Nc4ccc([N+](=O)[O-])cc42)C(C#N)=C(N)O3)cc1 (stereo not given),-14.0%,12.6µM*,5.5%,1.4%,-10.6%,i,-2.9%,-2.4%
CN(C)C(CNC(=S)Nc1ccc(F)cc1)c1cccnc1 (stereo not given),-2.6%,9.9%,.,-8.3%,.,-4.9%,-4.9%,-0.4%
CN(C)CCCNc1nc(-c2ccccc2)nc2ccccc12,2.0%,?,.,-3.0%,.,42.8%[activator],-0.7%,-15.6%
CN1CCN(C(=O)c2cc3nc(-c4ccccc4)cc(C(F)(F)F)n3n2)CC1,11.6%,-5.4%,-41.7%[inhibitor],-2.3%,?,-3.2%,0.9%,?
O=C(COc1ccc(Cl)cc1)N(Cc1ccco1)C1CCS(=O)(=O)C1 (stereo not given),-2.8%,.,.,2.2%,.,i,0.0%,2.1%
CCOC(=O)c1cc(NC(=O)COC)ccc1O,6.0%,-3.7%,.,-3.7%,.,4.0%,-3.5%,0.2%
CCCN1C(=S)SC(C)(C)C1/[N+]([O-])=C/c1ccc(S(=O)(=O)NC)cc1 (stereo not given),1.3%,-11.5%,.,-1.0%,.,-4.9%,-0.4%,?
Cc1nc2cc(N)ccc2n1C1CCCCC1,-5.3%,?,.,6.4%,.,-1.5%,-1.5%,?
COC(=O)c1ccc(COC(=O)C(CCS(C)(=O)=O)N2C(=O)c3ccccc3C2=O)cc1 (stereo not given),-1.2%,-14.0%,31.9%,-2.0%,1.6%,-1.0%,-2.2%,9.0%
COc1ccc2nccnc2c1[N+](=O)[O-],-2.7%,.,.,5.1%,.,-10.3%,-3.0%,0.7%
CCOC(=O)c1c(N)n(CCOC(=O)c2cccs2)c2nc3ccccc3nc12,-26.2%,?,-9.9%,28.2%,4.7%,-7.0%,-2.7%,?
NC(=O)c1ccc(C(F)(F)F)n(Cc2c(Cl)cccc2Cl)c1=O,-8.0%,3.0%,-11.5%,9.1%,?,-14.7%,3.0%,6.0%
Cc1sc2nc(C3CCCCC3)nc(SCC(=O)N3CC(=O)Nc4ccccc43)c2c1C,-0.5%,2.1%,-13.6%,-5.5%,-4.6%,i,-0.2%,-0.1%
COCC(=O)NC(C)c1nc2ccccc2[nH]1 (stereo not given),0.0%,2.7%,-4.4%,-11.1%,17.5%,4.8%,-1.5%,2.7%
C/C(=N\NC(=O)CNc1cccc(C(F)(F)F)c1)c1cccc(Br)c1,-21.0%,-4.5%,19.3%,-3.8%,?,i,0.4%,-2.9%
O=C1CC(c2ccccc2)CC(O)=C1C=NC1CCCCC1 (stereo not given),2.4%,?,.,.,-4.3%,-11.7%,-2.0%,-8.4%
O=C(Nc1ccc([N+](=O)[O-])cn1)c1ccc2c(c1)OCO2,-0.9%,6.2%,?,1.0%,18.6%[46 µM],-2.5%,0.8%,1.5%
COc1ccc(NC(=O)c2cc(-c3cccnc3)nc3c(C)c(C)ccc23)c(OC)c1,4.4%,?,-7.7%,8.7%,1.9%,i,3.9%,5.1%
COc1ccc(OC)c(N(CC(=O)Nc2cccnc2)S(=O)(=O)c2ccc(C)cc2)c1,1.6%,-7.2%,10.6%,0.7%,-20.6%,5.4%,2.0%,1.0%
Cc1ccc2cc(C(c3nnnn3C3CCCC3)N(Cc3ccco3)Cc3cccs3)c(=O)[nH]c2c1 (stereo not given),-2.7%,?,0.5%,6.4%,7.9%,0.7%,-1.7%,?
CC(/C=N/NC(=O)c1cc(C(C)(C)C)[nH]n1)=C\c1ccccc1,-0.9%,-4.1%,16.0%,4.6%,-16.0%,1.6%,-4.2%,10.3%
CCOc1ccc(C(=O)N/N=C/c2cc(Cl)ccc2[N+](=O)[O-])cc1,-7.3%,-10.3%,-6.3%,11.0%,7.7%,-2.0%,-0.4%,-2.5%
COCC1CCN(Cc2nc(COc3ccccc3)no2)C1 (stereo not given),-10.5%,?,.,21.9%,.,i,-5.7%,0.0%

# Assay outcomes deposited in PubChem BioAssay by National Center for Advancing Translational Sciences (NCATS).
